Fluorescein autfl: qHTS Assay for Spectroscopic Profiling in Fluorescein Spectral Region; Compound autofluorescence, 480/540 nm, fluorescein-equivalent; hits give high values; max fluorescein-equivalent concentration, M; actives 0.91% (n = 59,000); AID 593, 2007; in the data active = max fluorescein-equivalent concentration above about 10 nM; inconclusive = between about 1.1 nM and that limit
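Read-out is intrinsic compound fluorescence at 480/540 nm (excitation/emission), expressed as dye-equivalent concentration using a fluorescein standard series run on every plate. Compounds sat 15 min at room temperature in 100 mM Tris, pH 8.0.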
ERK AVP block: qHTS Assay for Inhibitors of the ERK Signaling Pathway using a Homogeneous Screening Assay. HEK293-V1b, vasopressin-stimulated pERK AlphaScreen. Potency, µM (highest dose often 57.5 µM), inactives show top-dose activity, negative = inhibition, hits mostly inhibitors. actives 0.99% (n = 72,000); note: potency is the fitted concentration of half-maximal effect; % is set by controls: 0 for no effect and ±100 for the full control effect; nearly all actives have a fitted effect of over 55% in size
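qHTS, compounds titrated on V1b-expressing HEK293 cells. Preincubation 30 min at 37C, vasopressin 25 nM for 5 min, lysis 10 min, bead incubation 5 hr at room temperature.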
USP2a inhib: qHTS Assay for Inhibitors of Ubiquitin-specific Protease USP2a; Ubiquitin carboxyl-terminal hydrolase 2 (Homo sapiens), O75604; actives 0.1% (n = 60,000); AID 927, 2007; USP2a enzymatic assay, qHTS inhibition; Potency, µM (series often up to 38.3 µM), for the others: at the highest dose activity change, negative = inhibition, hits mostly inhibitors;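 note: potency is the fitted concentration of half-maximal effect; nearly all actives have a fitted effect of over 60% in size; plate controls were DMSO for no effect and NEM full inhibition control for full effect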
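USP2 core (20nM final) preincubated 30 min RT with compound, then Ub-PLA2 20nM and NBD C6-HPC 20uM final added; buffer 20mM Tris-HCl pH 8.0, 2mM CaCl2. Fluorescence Ex 460/Em 535 read at 0 and 2.5 h; normalized to NEM.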
Rhodamine autofl: qHTS Assay for Spectroscopic Profiling in Rhodamine Spectral Region | actives 0.05% (n = 59,000) | Rhodamine-region fluorescence, 547/598 nm, Tris buffer; hits give high values | max dye-equivalent concentration, M; in the data active = max dye-equivalent concentration above about 11 nM; inconclusive = between about 1.1 nM and that limit
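Steps: pin-transfer compounds into pH 8.0 Tris (100 mM), hold 15 min at room temperature, image with a 547/598 nm filter pair, and convert intensities to rhodamine-equivalent concentration using a six-point on-plate rhodamine series.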
Tau filament bind: qHTS Assay for Tau Filament Binding; Microtubule-associated protein tau (Homo sapiens), P10636; recombinant tau filaments, thioflavin S fluorescence, 15 h; filaments grown with octadecylsulfate alongside compound; Potency, µM (doses to about 57.1 µM), for inactives: top-dose activity change, negative = inhibition; actives 2% (n = 71,000);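 note: potency is the fitted concentration of half-maximal effect; % is set by controls: 0 for no effect and ±100 for the full control effect; actives lower thioflavin S fluorescence by blocking filaments or displacing dye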
Target sequence (P10636 whole entry, looked up): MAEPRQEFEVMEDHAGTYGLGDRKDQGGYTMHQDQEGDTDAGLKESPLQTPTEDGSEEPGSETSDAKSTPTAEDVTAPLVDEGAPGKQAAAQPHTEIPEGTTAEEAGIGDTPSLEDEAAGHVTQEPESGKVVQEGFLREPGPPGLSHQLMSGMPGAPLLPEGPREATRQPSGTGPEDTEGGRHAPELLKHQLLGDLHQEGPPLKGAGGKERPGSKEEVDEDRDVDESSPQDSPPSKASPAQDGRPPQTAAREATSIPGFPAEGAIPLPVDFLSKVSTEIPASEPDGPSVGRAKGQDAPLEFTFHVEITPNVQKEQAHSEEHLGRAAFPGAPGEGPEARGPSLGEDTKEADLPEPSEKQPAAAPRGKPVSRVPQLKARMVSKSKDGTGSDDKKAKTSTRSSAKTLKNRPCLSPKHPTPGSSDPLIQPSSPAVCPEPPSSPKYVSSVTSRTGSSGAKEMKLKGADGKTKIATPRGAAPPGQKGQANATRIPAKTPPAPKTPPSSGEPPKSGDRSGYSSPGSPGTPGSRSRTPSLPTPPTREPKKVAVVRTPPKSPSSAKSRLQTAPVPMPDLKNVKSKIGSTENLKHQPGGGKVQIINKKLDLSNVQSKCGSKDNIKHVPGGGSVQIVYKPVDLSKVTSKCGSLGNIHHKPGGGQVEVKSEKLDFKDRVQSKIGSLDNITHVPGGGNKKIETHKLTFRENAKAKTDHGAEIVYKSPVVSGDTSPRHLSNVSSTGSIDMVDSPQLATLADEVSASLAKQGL
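Quantitative HTS: thioflavine S signal from ODS-induced tau filaments, excited at 450 nm, emission 510 nm. Conditions: 1 uM tau, 30 uM ODS, 15 h at 37 C, pH 7.4.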
Texas Red fluor: qHTS Assay for Spectroscopic Profiling in Texas Red Spectral Region; Compound fluorescence, Texas Red channel, 547/618 nm; hits give high values; max dye-equivalent concentration, M; actives 0.06% (n = 59,000); in the data active = max dye-equivalent concentration above about 10 nM; inconclusive = between about 1.1 nM and that limit
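Dye-equivalent concentrations come from scaling compound signal (ex 547, em 618 nm) to six Texas Red standard concentrations run on every plate, after 15 min room-temperature incubation in pH 8.0 Tris (100 mM).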
Luciferase inh: qHTS Assay for Inhibitors of Firefly Luciferase; Luciferin 4-monooxygenase (Photinus pyralis), P08659; purified firefly luciferase, luminescence, 8 min; Potency, µM (series often up to 57.1 µM), inactives show at the highest dose activity change, negative = inhibition, most hits filed as inhibitors; actives 2.2% (n = 72,000); note: potency is the fitted concentration of half-maximal effect; % is set by controls: 0 for no effect and ±100 for the full control effect; nearly all actives have a fitted effect of over 40% in size
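Titration-based qHTS; buffer 50 mM imidazole pH 7.2, 50 mM KCl, 7 mM MgCl2, 10 uM ATP, 0.01% Tween 20, 0.05% BSA; luciferase/luciferin detector mix added after compound; 8 min, ambient; luminescence.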
Casp7 inh: qHTS Assay for Allosteric/Competitive Inhibitors of Caspase-7; P55210; recombinant caspase-7, Ac-DEVD-AFC fluorescence rate; Potency, µM (top dose mostly 57.5 µM), for the others: at the top dose activity change, negative = inhibition, hits mostly inhibitors; actives 0.02% (n = 75,000); active = well fitted inhibition curve with a large enough effect in the main read-out, with a control signal flat, not every such curve was filed as active; inconclusive = small, poorly fitted or top-dose-only effect, or a change in a side signal; note: potency is the fitted concentration of half-maximal effect; % of control where 0% means no effect
HADH2 inhib: qHTS Assay for Inhibitors of HADH2 (Hydroxyacyl-Coenzyme A Dehydrogenase, Type II). actives 3.4% (n = 73,000). 3-hydroxyacyl-CoA dehydrogenase type-2 (Homo sapiens), Q99714. Potency, µM (series often up to 57.1 µM), for inactives: at the highest dose activity change, negative = inhibition, most hits filed as inhibitors. recombinant HADH2, NADH fluorescence, beta-hydroxybutyryl-CoA; note: potency is the fitted concentration of half-maximal effect; % is set by controls: 0 for no effect and ±100 for the full control effect; nearly all actives have a fitted effect of over 60% in size; many of its hits are not listed in these tables
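20 nM HADH2 + cpd, 15 min RT; add 1 mM NAD+/90 uM beta-hydroxybutyryl-CoA; kinetic fluorescence 360/450 nm, 4 min. Tris-HCl pH 9.0, 0.01% Tween-20.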
Casp1 inh: qHTS Assay for Allosteric/Competitive Inhibitors of Caspase-1; AID 900, 2007; Caspase-1 enzyme, Ac-WEHD-AFC fluorogenic rate; Potency, µM (doses to about 57.5 µM), without a hit: at the top dose activity change, negative = inhibition, hits mostly inhibitors; actives 0.03% (n = 75,000);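 note: potency is the fitted concentration of half-maximal effect; plate controls were vehicle for no effect and no substrate for full effect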
Target sequence (P29466 120-297 limits assumed): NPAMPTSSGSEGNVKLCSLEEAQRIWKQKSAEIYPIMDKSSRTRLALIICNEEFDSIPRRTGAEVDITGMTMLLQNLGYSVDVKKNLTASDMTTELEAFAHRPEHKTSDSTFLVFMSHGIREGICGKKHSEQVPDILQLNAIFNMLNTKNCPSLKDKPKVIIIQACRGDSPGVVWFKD
Target sequence (P29466 317-404 limits assumed): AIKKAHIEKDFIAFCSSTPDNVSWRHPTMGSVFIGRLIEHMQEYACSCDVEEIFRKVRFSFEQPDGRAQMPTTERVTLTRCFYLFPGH
HEK293 cAMP ctrl: qHTS Assay for Agonists of the Thyroid Stimulating Hormone Receptor: Activators of Intracellular cAMP Concentrations in Parental HEK 293. AID 938, 2007. Potency, µM (doses to about 57.1 µM), for inactives: at the highest dose activation, usual class: activators. parental HEK293 CNG cAMP sensor, membrane potential fluorescence. actives 2.5% (n = 73,000); note: potency is the fitted concentration of half-maximal effect; % of control where 0% means no effect; nearly all actives have a fitted effect of over 55% in size
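Counterscreen for endogenous-receptor signalling: CNG-channel HEK 293 cells report cAMP rise by membrane depolarization. After 60 min dye equilibration with 100 uM RO 20-1724, compounds incubated 30 min before bottom-read fluorescence at 590 nm.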
Numbers without * were called inactive; i = inactive; ? = inconclusive; / = not tested or not shown; [ ] = dose if it differs, or a comment. Unless noted, calls come from the whole dose curve; as a rule, active = well fitted curve in the direction sought with a large enough effect; inconclusive = small, poorly fitted or top-dose-only effect, or another doubt; inactive = no such curve, though single readings can be large; an effect the other way counts as inactive or inconclusive. Not all compounds are listed; rates above refer to the full screens.

SMILES	Fluorescein autfl	ERK AVP block	USP2a inhib	Rhodamine autofl	Tau filament bind	Texas Red fluor	Luciferase inh	Casp7 inh	HADH2 inhib	Casp1 inh	HEK293 cAMP ctrl
O=C(CC1CCCCC1)Nc1c2c(nn1-c1ccc(F)cc1)CS(=O)(=O)C2	i	-3%	8%	i	-5%	i	2%	-2%	-3%	-3%	16µM*
CCn1cc(C(=O)Nc2ccccc2C(=O)OC)c(=O)c2ccc(C)nc21	i	-12%	4%	i	-12%	?	0%	0%	10%	0%	-4%
CCN(CC)S(=O)(=O)c1cccc(S(=O)(=O)c2cccc(S(=O)(=O)N(CC)CC)c2)c1	/	5%	0%	/	25%	/	1%	-1%	6%	-2%	?
CCC(=O)N1CCc2cc(S(=O)(=O)CCC(=O)NCCc3ccc(OC)c(OC)c3)ccc21	i	2%	1%	i	10%	?	0%	2%	-7%	0%	-2%
CCOC(=O)C(C)Sc1nc2c(cnn2-c2ccc(C)cc2)c(=O)[nH]1 (configuration not stated)	?	28%	-5%	i	-1%	i	0%	0%	1%	3%	19%
Cc1cc2c(c(SCC(=O)N(C)c3ccccc3)n1)C(=O)OC2	i	24%	13%	i	-11%	i	1%	2%	-9%	0%	12%
Cc1ccc(S(=O)(=O)Cc2cccc(C(=O)N3CCOCC3)c2)cc1	i	6%	5%	i	0%	?	-1%	1%	5%	-1%	-3%
O=[N+]([O-])c1ccc2c(c1)S(=O)c1ccccc1-2 (configuration not stated)	i	0%[11.5 µM]	/	i	-13%[11.4 µM]	i	1%[11.4 µM]	0%[11.5 µM]	9%[11.4 µM]	-1%[11.5 µM]	5%[11.4 µM]
COc1ccc(C(=O)CC(=O)O)c2c1C=CC(C)(C)O2	/	21%	2%[7.66 µM]	/	10%[11.4 µM]	/	-2%	?	7%[11.4 µM]	?	-3%[11.4 µM]
CCOCCCNC(=O)CCNC(=O)c1cc(OC)c(OC)c(OC)c1	i	1%	-6%	i	3%	i	0%	0%	-1%	-2%	2%
CN1C(=O)/C(=C2\SC(=S)N(CC3CCCO3)C2=O)c2ccccc21 (configuration not stated)	/	?	-3%	/	2%	/	0%	0%	11%	-9%	2%
c1ccc2sc(-c3ccc4c(c3)OCO4)nc2c1	/	-6%	2%	/	29%	/	1.6µM*	0%	?	-4%	16%
COc1ccc(N(CC(=O)Nc2cc(C)ccc2OC)S(=O)(=O)c2c(C)noc2C)cc1	i	11%	27%	i	-26%	i	1%	-2%	2%	-2%	28%
Cn1c(=S)c2[nH]c(SCc3cccnc3)nc2n(C)c1=O	i	-15%[11.5 µM]	/	i	6%[11.4 µM]	i	1%[11.4 µM]	1%[11.5 µM]	?	2%[11.5 µM]	-5%[11.4 µM]
CC1(C)Cc2c(sc(NC(=O)c3ccco3)c2C#N)C(C)(C)N1	i	-5%	-2%	i	4%	i	-3%	-1%	-18%	-1%	2%
CCOc1ccc(CCNC(=O)c2oc3c(c2C)-c2[nH]ncc2CC3)cc1OCC	/	?	/	/	62%	/	-1%	-3%	-6%	?	8%
CC1=C(C#N)C(c2cn(-c3ccccc3)nc2-c2cccs2)C(C#N)=C(C)N1	?	3%	30%[activator]	i	33%	i	2%	-8%	341%[activator]	-13%	-28%
O=C(O)c1c(Cl)cccc1Cl	/	-17%	/	/	8%	/	/	0%	-3%	-3%	5%
CCOC(=O)C1=C(N2CCCCC2)c2cc3c(n2C1=O)CCCC3	?	?	-13%	i	16µM*	i	-7%	-1%	-5%	-3%	13%
COc1cc(C(=O)NCc2nnc(SCC(=O)N3CCCCC3)o2)cc(OC)c1OC	i	-2%	2%	i	-3%	?	0%	1%	9%	1%	3%
CCOc1ccc2[nH]c(=O)c(CN(Cc3ccc(C)cc3)C(=O)N3CCCC3)cc2c1	i	15%	-6%	i	-1%	i	4%	3%	23%	-2%	32µM*
CC(NC(=O)Nc1ccccc1C(F)(F)F)C1CCCO1 (configuration not stated)	?	-1%	-6%	i	1%	i	-1%	-2%	9%	1%	2%
CC(C)N1C(=O)CN(C2CCCCCC2)C(=O)C1c1ccccc1F (configuration not stated)	i	-1%	6%	i	-14%	i	3%	-1%	10%	1%	20%
O=c1c2ccccc2ncn1C1CCCCC1	i	-8%	4%	i	-5%	?	0%	-1%	2%	-2%	0%
O=S(=O)(c1ccc2c(c1)C(=NO)c1cc(S(=O)(=O)N3CCCCC3)ccc1-2)N1CCCCC1	i	9%	27%	i	59%	i	2%	-4%	37%[activator]	-2%	?

The final 4 records of the section above open the next one.
SMILES	Fluorescein autfl	ERK AVP block	USP2a inhib	Rhodamine autofl	Tau filament bind	Texas Red fluor	Luciferase inh	Casp7 inh	HADH2 inhib	Casp1 inh	HEK293 cAMP ctrl
CC(NC(=O)Nc1ccccc1C(F)(F)F)C1CCCO1 (configuration not stated)	?	-1%	-6%	i	1%	i	-1%	-2%	9%	1%	2%
CC(C)N1C(=O)CN(C2CCCCCC2)C(=O)C1c1ccccc1F (configuration not stated)	i	-1%	6%	i	-14%	i	3%	-1%	10%	1%	20%
O=c1c2ccccc2ncn1C1CCCCC1	i	-8%	4%	i	-5%	?	0%	-1%	2%	-2%	0%
O=S(=O)(c1ccc2c(c1)C(=NO)c1cc(S(=O)(=O)N3CCCCC3)ccc1-2)N1CCCCC1	i	9%	27%	i	59%	i	2%	-4%	37%[activator]	-2%	?
CNC(=O)c1c(C)nc(SCC(=O)NCc2ccc(OC)cc2)c(C#N)c1-c1ccco1	i	-12%	1%	i	-7%	i	2%	-1%	-14%	0%	11%
O=C(c1cnccn1)N1CCC2(CCCN(c3ncccn3)C2)CC1	i	12%	1%	i	-6%	i	2%[11.4 µM]	-3%	-1%	-3%	15%
CN(c1ccc(C(=O)N2CCCCC2)cc1)S(C)(=O)=O	?	-2%	-2%	i	-4%	i	-1%	-2%	3%	-2%	4%
CC1CCN(S(=O)(=O)c2ccc3c(c2)CCN3C(=O)CCC(=O)O)CC1	i	7%	0%	i	-7%	i	1%	-1%	1%	2%	-7%[2.29 µM]
CCN(CC)C(=O)CSc1nnc(-c2ccccc2)n1-c1ccccc1	i	2%	7%	i	-4%	?	3%	1%	13%	1%	5%
O=C(NC1=NCCS1)c1cccc(S(=O)(=O)N2CCCCC2)c1	?	13%	1%	i	9%	i	0%	-1%	-6%	0%	2%
C=CCNC(=O)c1ccccc1NS(=O)(=O)c1ccccc1	i	0%	0%	i	-4%	i	-2%	0%	-9%	1%	7%
O=C(NCc1ccc2c(c1)OCO2)C1CCCN(S(=O)(=O)c2cccc3cccnc23)C1 (configuration not stated)	/	-14%	/	/	3%	/	-3%	0%	-16%	-5%	14%
Cc1ccccc1-n1nnc2c(=O)oc3ccccc3c21	i	?	4%	i	-7%	i	5%	0%	0%	-5%	-1%
COc1ccccc1CN1CCCC2(CCNCC2)C1	?	16%	22%	i	2%	i	-3%[11.4 µM]	0%	-4%	2%	10%
O=C(c1cc(-c2ccco2)nn1-c1cccc(Cl)c1)N1CCCCC1	?	17%	13%	i	?	i	-7%	-9%	?	-4%	16%
CNC(=O)c1ccc(Oc2ccc(C(=O)NC)cc2)cc1	i	14%	-6%	i	-3%	i	4%	0%	7%	3%	?
Cc1ccc(S(=O)(=O)N(CC(=O)NCc2ccco2)Cc2ccc(F)cc2)cc1	/	-9%	4%	/	-16%	/	0%	-3%	-9%	0%	29%
c1ccc(-c2n[nH]c(-c3ccccn3)n2)nc1	?	-6%	6%	i	6%	i	-9%	1%	-18%	1%	1%
O=C(c1n[nH]c(=O)c2ccccc12)N1CCOCC1	?	3%	-1%	i	-1%	i	0%	-1%	1%	3%	4%
Cc1c2cc[n+](CCN3CCCCC3)cc2c(C)c2c1[nH]c1ccc(O)cc12	i	-2%[11.5 µM]	/	i	4µM*	i	4%[11.4 µM]	-3%[11.5 µM]	12%[11.4 µM]	0%[11.5 µM]	11%[11.4 µM]
